Bioassay records as filed in PubChem BioAssay.
Rin1 Abl inh = inhibitors of Rin1-Abl protein binding, primary screen, biochemical, TR-FRET | Tyrosine-protein kinase ABL1 (Homo sapiens) + Ras and Rab interactor 1 (Homo sapiens), … | AID 588664, 2011 | inhibition, % at 7.35 µM | 360,000 compounds, 0.4% hits; in the data active means inhibition above about 5%, passing the limit was not always enough
Neddylation inh = inhibitors of cullin neddylation, primary screen, biochemical, TR-FRET, uHTS, NAE and Ubc12. NEDD8-conjugating enzyme Ubc12 (Homo sapiens) + NEDD8-activating enzyme E1 regulatory …. calls only at 25 µM. 360,000 compounds, 0.58% hits. AID 651699, 2012; in the data active means inhibition above about 36%
Rpn11 inh = Rpn11 (PSMD14) deubiquitinase inhibitors, primary screen, biochemical, fluorescence polarization, uHTS; 26S proteasome non-ATPase regulatory subunit 14 (Homo sapiens), O00487; human 26S proteasome, Ub4-pepOG fluorescence polarization; 20S core pre-blocked with epoxomicin; calls only at 20 µM; 360,000 compounds, 0.59% hits; AID 588493, 2011;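 active means inhibition at 20 µM, scaled to each plate's controls, above about 33%, limit read from the data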
NadD inh = inhibitors of S. aureus NadD, primary screen, biochemical, colorimetric, uHTS | Nicotinate-nucleotide adenylyltransferase NadD (Staphylococcus aureus N315) | purified NadD enzyme, colorimetric absorbance read-out | inhibition, % at 20 µM | 360,000 compounds, 0.78% hits; in the data active means inhibition above about 26%; further: some compounds past the cut are filed as inactive
CSN inh = inhibitors of CSN-mediated cullin deneddylation, primary screen, biochemical, fluorescence polarization, uHTS | COP9 signalosome complex subunit 5 (Homo sapiens), Q92905 | 360,000 compounds, 0.38% hits | inhibition, % at 12.5 µM | Purified CSN, SCF-Nedd8-OG deneddylation;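 active means pattern-corrected inhibition above about 35%, with an unprinted fluorescence ratio check between 0.5 and 1.5, limit read from the data, passing the limit was not always enough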;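 further: 0% = enzyme with substrate and 100% = substrate without enzyme; some results filed as inactive read as strong as hits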
Target sequence (Q92905 whole entry, looked up, one chain of several): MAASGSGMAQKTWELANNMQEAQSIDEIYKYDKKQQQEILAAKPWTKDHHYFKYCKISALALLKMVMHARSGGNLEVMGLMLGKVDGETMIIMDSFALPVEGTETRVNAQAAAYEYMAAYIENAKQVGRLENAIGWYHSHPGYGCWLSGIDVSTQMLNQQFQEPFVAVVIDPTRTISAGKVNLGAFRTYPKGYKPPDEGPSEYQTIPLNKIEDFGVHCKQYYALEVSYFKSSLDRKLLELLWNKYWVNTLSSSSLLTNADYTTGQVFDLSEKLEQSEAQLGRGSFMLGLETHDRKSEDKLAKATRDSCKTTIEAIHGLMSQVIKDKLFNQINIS
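Test system: Human Csn5 produced in HEK293T cells | Compound: 12.5 µM single point | Times: 90 min, room temperature | Signal: Fluorescence polarization readout | Read-out basis: % inhibition of substrate cleavage by Csn5 | Controls: no-enzyme wells high, enzyme-with-substrate wells low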
SKN-1 inh = suppressors of acrylamide-induced Pgst-4::GFP reporter in worms, primary screen, SKN-1 inhibitor project, whole organism, uHTS, GFP/RFP fluorescence ratio, strain VP596; C. elegans VP596 Pgst-4::GFP/RFP ratio, 24 h; inhibition, % at 21.8 µM; 360,000 compounds, 0.49% hits;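 active means interference check ratio from 0.5 to 1.5 plus GFP to RFP signal ratio inhibition reaching or exceeding a fixed threshold, cut at about 30% in these data, passing the limit was not always enough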; further: some compounds called inactive have numbers as strong as hits
MT1-MMP act inh = blockers of MT1-MMP proenzyme processing, primary screen, HT1080 RFP-PRO-GFP cells, GFP/RFP fluorescence; AID 651647, 2012; 360,000 compounds, 0.061% hits; GFP/RFP ratio fluorescence, overnight; percent of plate control window, DMSO zero; Matrix metalloproteinase-14 (Homo sapiens), P50281; GFP/RFP ratio change, % at 20 µM;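 active means GFP/RFP ratio change of at least 30% with cell ATP level not reduced by more than half and red fluorescence within 50% of control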; further: strong numbers were not always called active
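Material: RFP-PRO-GFP reporter HT1080 cells. Dosing: single-point 20 µM compound, 1% DMSO. Controls: DMSO and RFP-L50D-GFP cell wells. Timing: cells overnight before dosing, compound overnight, 37 °C, 5% CO2. Measure: GFP/RFP fluorescence ratio.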
FAS TE block = FAS thioesterase domain inhibitors, primary screen, biochemical, fluorescence intensity, uHTS. inhibition, % at 15 µM. 360,000 compounds, 0.67% hits. recombinant FAS-TE, OMFH fluorogenic substrate, fluorescence endpoint;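 active means compounds whose normalised, plate-corrected inhibition of enzyme fluorescence in the single-dose primary screen is 50% or more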;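 further: 0% = DMSO with enzyme and 100% = substrate without enzyme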
MLLE-PAM2 inh = inhibitors of PABP1 MLLE–PAM2 peptide binding, primary screen, biochemical, fluorescence polarization, FITC-PAM2, GST-MLLE; Polyadenylate-binding protein 1 (Homo sapiens), P11940; inhibition, % at 20 µM; 360,000 compounds, 0.36% hits; AID 588489, 2011; in the data active means inhibition above about 35%, passing the limit was not always enough;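 further: plate controls were DMSO wells with GST-MLLE for no effect and wells lacking GST-MLLE protein for full effect; some results filed as inactive read as strong as hits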
Target sequence (P11940 whole entry, looked up): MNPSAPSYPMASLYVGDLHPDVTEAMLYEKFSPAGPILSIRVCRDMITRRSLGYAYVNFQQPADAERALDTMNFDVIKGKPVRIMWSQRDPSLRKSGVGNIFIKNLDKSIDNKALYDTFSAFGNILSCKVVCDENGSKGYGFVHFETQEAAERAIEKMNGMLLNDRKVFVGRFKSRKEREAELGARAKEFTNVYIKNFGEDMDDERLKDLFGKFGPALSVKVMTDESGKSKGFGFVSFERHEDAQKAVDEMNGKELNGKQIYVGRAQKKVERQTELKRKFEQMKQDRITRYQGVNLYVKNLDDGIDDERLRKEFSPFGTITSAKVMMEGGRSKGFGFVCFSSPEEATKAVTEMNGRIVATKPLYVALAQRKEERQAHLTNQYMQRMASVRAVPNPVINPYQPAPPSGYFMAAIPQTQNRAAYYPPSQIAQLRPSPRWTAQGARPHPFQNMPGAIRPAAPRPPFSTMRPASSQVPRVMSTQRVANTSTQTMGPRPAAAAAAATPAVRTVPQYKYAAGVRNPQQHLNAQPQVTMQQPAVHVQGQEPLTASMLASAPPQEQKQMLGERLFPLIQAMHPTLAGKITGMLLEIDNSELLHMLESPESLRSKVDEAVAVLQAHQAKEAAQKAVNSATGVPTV
* marks the source's active call; other numbers are inactive results; i = inactive; · = not tested or not shown; + = active, no number. The order is random; about 3.9% have a hit in one of these screens.

Each structure is followed by: NadD inh	Rpn11 inh	SKN-1 inh	Neddylation inh	MT1-MMP act inh	Rin1 Abl inh	CSN inh	FAS TE block	MLLE-PAM2 inh
c1ccc2[nH]c(CN3CCCCCC3)nc2c1
→ 3	i	-6	i	7	-2	3	-6	8
COCC(=O)Nc1ccccc1C(=O)NC(C)C
→ -1	i	22	i	-3	2	-7	-6	2
CC(C)C1C(=O)N(Cc2cn(Cc3ccco3)nn2)CCS(=O)(=O)N1Cc1ccc(-c2ccncc2)cc1 (stereo unspecified)
→ 1	i	17	i	18	-2	0	-6	5
CC(O)CN1C(=O)C(CC(=O)Nc2ccc(Cl)cc2)SC1=Nc1ccccc1 (stereo unspecified)
→ 0	i	15	i	-5	-4	-1	27	19
COc1ccccc1C(=O)Nc1ccc(S(=O)(=O)Nc2cc(C)on2)cc1
→ -5	i	4	i	0	0	1	-2	-1
CC(C)CCOP(=O)(c1ccc(N(C)C)cc1)C(O)c1ccccn1 (stereo unspecified)
→ 1	i	1	i	1	0	-2	-10	-1
CCCCn1cc(SCC(=O)O)c2ccccc21
→ 0	i	-14	i	4	4	59*	-6	12
CCNC(=O)CSc1nc2ccccc2c(=O)n1OC
→ 0	i	11	i	-6	1	-1	-2	6
O=C(N/N=C/c1ccc(Br)s1)c1cccs1
→ -5	i	22	i	0	-3	-1	0	19
O=C(CNc1n[nH]c(=O)[nH]c1=O)N/N=C/C=C/c1ccccc1
→ -3	i	-8	i	7	-7	2	0	7
CCC(C)Nc1nc(N)c([N+](=O)[O-])c(NCCO)n1 (stereo unspecified)
→ -5	i	1	i	1	4	2	-4	-1
O=C(COc1ccccc1)NCc1nnc(SCC(=O)Nc2nccs2)n1-c1ccccc1
→ 0	i	-2	i	-2	-4	3	-4	6
CC(C)(C)c1nnc(NC(=O)CS(=O)(=O)Cc2ccccc2)s1
→ -1	i	2	i	5	0	2	-12	34
COc1ccc(C)cc1NC(=O)c1cc2ccccc2cc1OCC(=O)NCc1ccco1
→ 1	i	4	·	-2	-3	-7	24	-1
CCn1c(SCc2ccc(C(=O)Nc3nccs3)cc2)nnc1-c1ccc(N)cc1
→ 10	i	5	i	-7	-3	-1	5	13
Cc1cc(NC(=O)C2C3C(=O)N(CC4CCCO4)C(C(=O)NCc4ccccc4)C34C=CC2(C)O4)no1 (stereo unspecified)
→ -1	i	0	i	2	1	-3	-3	11
CCN(CC)S(=O)(=O)c1ccc(NC(=O)CSc2nc3nc(C)cc(C)c3c(=O)[nH]2)cc1
→ 23	i	4	i	0	-1	3	9	-25
Cc1ccccc1NC(=O)c1c(-c2ccccc2)noc1C
→ -2	i	7	i	7	0	1	-1	8
CN(C)c1ccc(/C=N/NC(=O)Cn2nnc3ccccc32)cc1
→ -3	i	5	+	0	-4	-14	-7	1
O=C(CCCC(=O)OCC(=O)c1cccs1)Nc1ccc(F)cc1
→ 0	i	6	i	-1	2	-2	-8	-5
COc1cc2c(cc1NC(=S)Nc1cccc(C(F)(F)F)c1)oc1ccccc12
→ 5	i	7	i	3	1	0	32	21
CCc1ccc(NC(=O)CC2C(=O)N(c3ccc(C)cc3)C(=O)N2C2CC2)cc1 (stereo unspecified)
→ -5	i	4	i	0	3	-2	10	17
COc1ccc(/C=C(/CC(=O)NCc2ccc(Cl)cc2)c2nc3ccccc3s2)cc1
→ 2	i	19	i	-2	2	2	22	-9
CCOC(=O)C1=C(C)NC(=O)NC1
→ 8	i	-39	i	3	1	1	-8	7
CC(C)(C)OC(=O)CC[C@@H](C(=O)NCCCCCCCCCCC(=O)N1CCN(C(=O)OC(C)(C)C)CC1)n1cc(CCCCCNC(=O)OC(C)(C)C)nn1
→ 32*	i	2	i	6	3	-3	9	13
CC(NC(=O)CSc1ncccn1)c1ccccc1 (stereo unspecified)
→ 3	i	2	i	0	0	6	-10	3
Cc1c(-n2c(SCC(C)C)nc3ccccc3c2=O)c(=O)n(-c2ccccc2)n1C
→ 2	i	-2	i	-1	-4	4	3	-12
Cc1ccc(C)c(C(=O)CN2C(=O)CCC2=O)c1
→ -3	i	18	i	1	-3	0	-5	-8
CNC(=O)C[C@H]1C(=O)N(CCc2ccccc2)C[C@@H]1c1ccc(OC)cc1
→ 1	i	-8	i	2	0	1	-8	-6
Clc1nc(-c2n[nH]nc2Cl)n[nH]1
→ 1	i	-20	i	1	-4	-4	-4	-2

Of the compounds above, these have a furan ring, fused or not.
Each structure is followed by: NadD inh	Rpn11 inh	SKN-1 inh	Neddylation inh	MT1-MMP act inh	Rin1 Abl inh	CSN inh	FAS TE block	MLLE-PAM2 inh
CC(C)C1C(=O)N(Cc2cn(Cc3ccco3)nn2)CCS(=O)(=O)N1Cc1ccc(-c2ccncc2)cc1 (stereo unspecified)
→ 1	i	17	i	18	-2	0	-6	5
COc1ccc(C)cc1NC(=O)c1cc2ccccc2cc1OCC(=O)NCc1ccco1
→ 1	i	4	·	-2	-3	-7	24	-1
COc1cc2c(cc1NC(=S)Nc1cccc(C(F)(F)F)c1)oc1ccccc12
→ 5	i	7	i	3	1	0	32	21

Remaining list, next part.
Each structure is followed by: NadD inh	Rpn11 inh	SKN-1 inh	Neddylation inh	MT1-MMP act inh	Rin1 Abl inh	CSN inh	FAS TE block	MLLE-PAM2 inh
CCn1nc(NC(C)=O)c2cc3ccc(C)cc3nc21
→ -6	i	8	i	5	-6	5	-4	12
CC(=O)NC1CC2CCCC(C1)N2C(=O)Nc1cccc(Cl)c1 (stereo unspecified)
→ -1	i	-11	i	1	0	3	-2	3
O=C(CNC(=O)C1(c2ccccc2)CC1)Nc1ccc(F)c(F)c1
→ -5	i	4	i	0	-1	-1	8	7
CCOC(=O)c1c(S(=O)(=O)NC2CCN(C(=O)OCC)CC2)c(C)n(C)c1C
→ -3	i	6	i	5	4	2	-6	4
Fc1ccc(Nc2ncnc3sccc23)cc1
→ 3	i	14	i	-7	-4	1	-3	-5
CCOC(=O)C1NN=C(C(=O)c2ccc(C)cc2)C1c1ccc(C)cc1 (stereo unspecified)
→ 3	i	4	i	-4	2	0	16	-4
Cc1nc2cc(NC(=O)N3c4ccccc4CC3C)ccc2o1 (stereo unspecified)
→ -3	i	10	i	0	3	6	-8	22
Cc1cc(NC(=O)CSc2nnc(Cc3cccn3C)n2CCc2ccccc2)no1
→ 3	i	-16	i	3	3	-2	-4	-30
Cc1ccc(S(=O)(=O)N(C)c2ccccc2C(=O)NC2CCCC2)cc1
→ 3	i	-9	i	-2	0	0	-13	11
COc1ccc(C(=O)OCC(=O)N2CCN(C(=O)c3ccco3)CC2)c(OC)c1OC
→ 4	i	9	i	0	-5	-9	-10	-1
COCCn1nnnc1SCC(=O)c1ccccc1
→ 0	i	-9	i	3	-1	0	-11	-44
CCN(CC)C(=O)c1cc(-c2ccc3c(c2)OCO3)on1
→ -8	i	6	i	0	0	6	-2	-7
O=S(=O)(Nc1ccc(O)cc1)c1cccc2cccnc12
→ -2	i	-1	i	-3	-1	-6	-3	3
C/C(=N/NS(=O)(=O)c1ccc(C)cc1)[C@H]1C[C@@H]1c1ccccc1
→ -6	i	-1	i	0	-2	-2	3	8
Cc1nn(Cc2ccccc2)c(Cl)c1/C=C/C(=O)OCC(=O)N1CCCC1=O
→ -2	i	-3	i	2	-1	0	-9	-11
O=C1NC(Cc2ccccc2)c2nc3ccccc3c(=O)n2-c2cc3ccccc3cc21 (stereo unspecified)
→ 10	i	15	i	-5	-1	2	70*	-5
Cc1cnc2ccc(F)cc2c1
→ -2	i	13	i	3	1	3	-11	10
Fc1ccc(-c2csc(-c3cccnc3)n2)cc1F
→ 0	i	30	i	-4	0	0	8	-20
Cn1nc(C(F)(F)F)c(-c2ccc(Br)cc2)c1NC(=O)c1nccnc1C(=O)O
→ -9	i	13	i	1	3	1	-3	12
CSCCC(NC(=O)c1ccccc1Cl)C(=O)N1CCCCC1 (stereo unspecified)
→ -5	i	-5	i	5	1	2	-5	-11
COC(=O)c1ccc(CN2C(=O)NC3(CCCCC3C)C2=O)o1 (stereo unspecified)
→ 1	i	-6	i	6	1	4	-5	-14
COc1cnn(-c2cccc(C)c2)c(=O)c1Cl
→ -2	i	-7	i	-3	0	-3	-3	5
CSc1ccc(CNc2nc3ccccc3n3cnnc23)cc1
→ -5	i	-9	i	-4	-2	-1	-4	13
CCOC(=O)c1ccc(N(C(=O)CNC(=O)c2ccco2)C(C(=O)NCC2CCCO2)c2ccc(OC)c(OC)c2)cc1 (stereo unspecified)
→ 7	i	1	i	2	3	1	0	12
CCCn1cc(S(=O)(=O)CC(=O)NC2CCCCC2)c2ccccc21
→ -2	i	-6	i	·	0	2	-8	4
CCC(=O)N(Cc1ccc2c(c1)OCO2)Cc1cc2cc(OC)ccc2[nH]c1=O
→ 33*	i	2	i	4	0	-5	1	0
COc1ccc(C(C)=O)cc1CSc1nncn1C
→ -4	i	1	i	6	-1	2	-4	-24
O=C1c2ccccc2C(=O)N1/N=C/c1ccc(O)c(O)c1O
→ 7	i	2	i	-1	65*	23	-3	33
FC(F)Sc1ccc(NC(=S)NCC2CCCCC2)cc1
→ -3	i	13	i	-32	-4	-5	36	-18
CC(C)c1cc(C(C)C)c(S(=O)(=O)NNC(=O)c2ccncc2)c(C(C)C)c1
→ 0	i	-2	i	-1	-1	0	3	15
COc1ccc(OC)c(S(=O)(=O)N2CCCC(C(=O)NCc3ccco3)C2)c1 (stereo unspecified)
→ -8	i	11	i	-4	2	-2	-3	0
Cc1ccc(N(CN2CCCC2=O)C(=O)c2ccc(C)c(C)c2)cc1
→ 4	i	-12	i	-7	0	1	-5	-10
Cc1nnc(SC(C(=O)Nc2cc(Cl)cc(Cl)c2)c2ccccc2)[nH]c1=O (stereo unspecified)
→ 10	i	6	i	2	-1	12	18	6
COc1ccc(C(=O)C(C)OC(=O)C2CC3CCCC(C2)C3=O)cc1 (stereo unspecified)
→ 0	i	28	i	2	0	1	-7	0
CCOc1cc(OCC)cc(C(=O)NCCN2CCC(n3c(=O)[nH]c4ccccc43)CC2)c1
→ -4	·	0	i	0	·	-1	-7	·
COC(=O)c1c(NC(=O)COC(=O)[C@@H](NS(=O)(=O)c2cccc(Cl)c2)C(C)C)sc2c1CCC2
→ 11	i	4	i	-4	0	6	21	4
Cc1nn(-c2cc(N(S(C)(=O)=O)S(C)(=O)=O)c(Cl)cc2Cl)c(=O)n1C
→ -4	i	10	i	2	2	-14	-8	-9
CC(C)CNC(=O)COC(=O)CCC(=O)c1cccs1
→ -1	i	5	i	-1	3	0	-3	0
